Compound activity deposited in PubChem by several laboratories.
KCNQ1 inh: inhibitors of human KCNQ1 channel, primary screen, cell-based, thallium flux, high-throughput. Potassium voltage-gated channel subfamily KQT member 1 (Homo sapiens), P51787. CHO-K1 KCNQ1, FluxOR thallium flux fluorescence; active compounds read high. B-score at 10 µM. 1.3% of 310,000 active;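 active means compounds whose thallium flux B-score, printed positive for inhibition, exceeds three library SD while starting fluorescence stays within three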;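 further: channel opened by potassium depolarization with thallium stimulus after 20 min compound exposure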
KCNK3 block: human KCNK3 channel inhibitors, primary screen, CHO cells, FluxOR thallium flux, B-score; AID 602410, 2012; FluxOR fluorescence; active compounds read low; B-score at 10 µM; 0.84% of 340,000 active;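 active means B-score under library mean minus 4 SD, starting fluorescence ratio at most library mean plus 5 SD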;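 further: more negative B-score means stronger inhibition of thallium flux through KCNK3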
KCNK9 inh: KCNK9 potassium channel inhibitors, primary screen, HEK293 cells, thallium flux | 1.2% of 310,000 active | Potassium channel subfamily K member 9 (Homo sapiens), Q9NPC2 | FluxOR thallium flux fluorescence; active compounds read low | B-score at 10 µM | AID 488922, 2010;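 active means ratio B-score over 3 SD below the library mean, with starting fluorescence within 5 SD of its mean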;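 further: negative B-score means less thallium flux so channel inhibition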
DYRK1A inh: rat Dyrk1A kinase inhibitors, primary screen, biochemical, single point, plate reader; Dual specificity tyrosine-phosphorylation-regulated kinase 1A (Rattus norvegicus), Q63470; ADP-Glo luminescence, NFATc1 peptide; inhibition, % at 12.5 µM; 0.43% of 310,000 active; AID 504441, 2011; in the data active means inhibition above about 50%;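 further: plate controls were vehicle with enzyme for no effect and no enzyme for full effect; many of its hits are not listed in these tables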
PolyA inhibitor: polyadenylation inhibitors in yeast reporter cells, primary screen, luminescence, S. cerevisiae | S. cerevisiae SKY197-pL101 polyadenylation reporter, beta-gal luminescence; efflux-impaired pdr1/pdr3 knockout yeast; score 100 = 6 SD above DMSO | calls only at 12 µM | 0.02% of 300,000 active | AID 1875, 2009;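 active means lowest replicate activity score at least 50, where 100 means six control SD above control mean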;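 further: yeast exposed to compound for 9 h at 30 °C; higher score means more reporter readthrough which indicates perturbed polyadenylation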
RGS4 act: RGS4 potentiators or activators, primary screen, cell-based, HEK293 M3R inducible RGS4, calcium flux; carbachol calcium flux Fluo4; active compounds read low; AID 463111, 2010; 0.92% of 310,000 active; B-score at 10 µM;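 active means B-score of the integrated calcium signal more than 4 SD below the library mean, with starting fluorescence not abnormally high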;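 further: negative B-score means reduced calcium response which marks RGS4 activation or potentiation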
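Material: Inducible-RGS4 HEK293 cells carrying M3 receptor; also added: carbachol at ECmax as muscarinic agonist stimulus; incubation: compound preincubation 20 min at room temperature before agonist; signal: Fluo4-AM (2 µM) calcium-flux fluorescence, kinetic read; measure: integrated calcium ratio converted to B score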
KCNQ1 act: potentiators or activators of KCNQ1 channel, primary screen, cell-based, thallium flux, high-throughput. Potassium voltage-gated channel subfamily KQT member 1 (Homo sapiens), P51787. CHO-K1 KCNQ1, thallium flux FluxOR fluorescence; active compounds read high. B-score at 10 µM. 0.35% of 310,000 active. AID 2648, 2010;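 active means fluorescence ratio B-score, a plate-corrected score, at least three library SD, with initial intensity B-score within 5 SD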
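Assay system: stable KCNQ1 CHO-K1 line; medium: assay buffer, equal DMSO in all wells; timing: 90 min dye loading and 20 min compound exposure, both at room temperature; technique: kinetic FluxOR thallium fluorescence, 10-s 1-Hz baseline, 110-s post-stimulus read; read-out basis: B score of baseline-normalized fluorescence ratio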
RGS4 inh: RGS4 inhibitors, primary screen, cell-based, HEK293 M3R inducible RGS4, calcium flux. AID 463165, 2010. Fluo-4 calcium flux; active compounds read high; triggered by carbachol at its EC20. 0.45% of 310,000 active. Regulator of G-protein signaling 4 (Homo sapiens), P49798. B-score at 10 µM;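 active means B-score, a plate-corrected calcium signal, over three deviations above library mean, with baseline fluorescence within five deviations of library mean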;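 further: RGS4 expression induced by doxycycline in cells with stable M3 receptor; B-score is computed from the integrated fluorescence ratio over baseline after carbachol; higher B-score means a larger calcium signal and so more RGS4 inhibition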
GSK3A inh: blockers of GSK3A enzyme activity – biochemical, luminescence, cell-free homogeneous, HTS, primary screen; Glycogen synthase kinase-3 alpha (Homo sapiens), P49840; GSK-3 alpha kinase, ADP-Glo luminescence, 60 min; inhibition, % at 10 µM; 0.1% of 320,000 active;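 in the data active means inhibition above about 50%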;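 further: GST-tagged GSK-3 alpha with peptide substrate and 25 µM ATP; 0% = DMSO neutral wells and 100% = GW8510 positive control wells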
hERG rescue: hERG rescue from dofetilide block, primary screen, cell-based, CHO-hERG, FluxOR thallium flux, dofetilide IC70; Voltage-gated inwardly rectifying potassium channel KCNH2 (Homo sapiens), Q12809; dofetilide IC70 present; activation (rescue from dofetilide block), less the hit threshold, % at 10 µM; 0.51% of 310,000 active;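 active means activation above the mean of controls blocked by dofetilide plus 5 SD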;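 further: thallium influx through hERG after potassium depolarization seen as dye fluorescence rise; in these data hits start at about 4.7%; inactives centre near -7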
Target sequence (Q12809 whole entry, looked up): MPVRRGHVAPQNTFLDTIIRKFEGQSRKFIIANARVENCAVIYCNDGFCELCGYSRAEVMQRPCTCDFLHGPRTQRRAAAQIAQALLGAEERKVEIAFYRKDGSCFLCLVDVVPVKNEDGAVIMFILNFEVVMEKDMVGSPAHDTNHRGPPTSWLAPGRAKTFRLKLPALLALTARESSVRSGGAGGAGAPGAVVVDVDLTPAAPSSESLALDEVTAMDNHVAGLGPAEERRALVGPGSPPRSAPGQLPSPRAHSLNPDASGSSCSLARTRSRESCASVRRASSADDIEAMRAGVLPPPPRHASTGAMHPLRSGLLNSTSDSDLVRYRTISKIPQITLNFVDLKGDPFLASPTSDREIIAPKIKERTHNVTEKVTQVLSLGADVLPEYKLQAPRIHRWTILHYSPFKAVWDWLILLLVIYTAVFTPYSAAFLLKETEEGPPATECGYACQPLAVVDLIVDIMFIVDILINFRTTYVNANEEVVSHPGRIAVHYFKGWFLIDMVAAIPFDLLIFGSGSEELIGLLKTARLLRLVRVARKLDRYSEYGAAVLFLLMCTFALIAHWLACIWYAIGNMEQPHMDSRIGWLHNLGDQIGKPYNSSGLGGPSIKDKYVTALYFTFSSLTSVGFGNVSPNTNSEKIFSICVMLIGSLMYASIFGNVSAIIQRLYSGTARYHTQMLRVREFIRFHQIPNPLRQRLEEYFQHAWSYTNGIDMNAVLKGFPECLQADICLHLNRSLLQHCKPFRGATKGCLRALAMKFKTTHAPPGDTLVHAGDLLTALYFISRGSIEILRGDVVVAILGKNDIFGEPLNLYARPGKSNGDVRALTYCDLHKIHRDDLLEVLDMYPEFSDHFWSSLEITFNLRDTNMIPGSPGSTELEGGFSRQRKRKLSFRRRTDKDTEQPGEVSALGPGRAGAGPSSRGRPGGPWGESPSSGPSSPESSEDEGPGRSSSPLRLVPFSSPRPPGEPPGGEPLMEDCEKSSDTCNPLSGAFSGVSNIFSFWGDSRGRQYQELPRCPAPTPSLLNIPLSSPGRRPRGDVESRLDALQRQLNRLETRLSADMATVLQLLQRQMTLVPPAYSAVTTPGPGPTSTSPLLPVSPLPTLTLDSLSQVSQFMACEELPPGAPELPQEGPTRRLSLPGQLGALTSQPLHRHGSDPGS
GSK3B inh: human GSK3beta kinase inhibitors, primary screen, biochemical, cell-free homogeneous, HTS. Glycogen synthase kinase-3 beta (Homo sapiens), P49841. GST-GSK3beta kinase, ADP-Glo luminescence, 60 min; active compounds read low. 0.038% of 300,000 active. activity score (negative = inhibition), % at 10 µM;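 active means more than half of replicate wells score below -50%, meaning over 50% inhibition versus plate controls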;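 further: 0% = median DMSO wells and -100% = median GW8510 positive control wells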
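Test system – GST-tagged human GSK3beta kinase, cell-free · Incubation – 60 min enzyme reaction, room temperature · Signal – ADP-Glo luminescence · Also added – peptide substrate and ATP at 25 µM · Controls – DMSO neutral wells and GW8510 at 20 µM as positive · Buffer or medium – Tris/MgCl2 kinase buffer · Measure – Luminescence-derived activity versus plate DMSO and GW8510 wells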
* marks the source's active call; other numbers are inactive results; i = inactive; · = no result given.

Start of the data: the first 3 compounds (preview)
Key to letters – A = KCNQ1 inh; B = KCNK3 block; C = KCNK9 inh; D = DYRK1A inh; E = PolyA inhibitor; F = RGS4 act; G = KCNQ1 act; H = RGS4 inh; I = GSK3A inh; J = hERG rescue; K = GSK3B inh
1	O=C(NCCn1cc(SCc2ccccc2F)c2ccccc21)c1c(F)cccc1F
  A: i	B: i	C: i	D: 6	E: i	F: i	G: i	H: i	I: -1	J: -11	K: 3

2	COc1ccc(/C=N/NC(=O)C(=O)NCc2cccnc2)cc1OC
  A: i	B: i	C: i	D: -6	E: i	F: i	G: i	H: i	I: 0	J: -4	K: -4

3	COC(=O)C1=C(C)N(c2ccc(F)c(Cl)c2)C(=O)C1
  A: i	B: i	C: i	D: -1	E: i	F: i	G: i	H: i	I: 0	J: -6	K: -19

This part in full, previewed entries included:
Key to letters – A = KCNQ1 inh; B = KCNK3 block; C = KCNK9 inh; D = DYRK1A inh; E = PolyA inhibitor; F = RGS4 act; G = KCNQ1 act; H = RGS4 inh; I = GSK3A inh; J = hERG rescue; K = GSK3B inh
1	O=C(NCCn1cc(SCc2ccccc2F)c2ccccc21)c1c(F)cccc1F
  A: i	B: i	C: i	D: 6	E: i	F: i	G: i	H: i	I: -1	J: -11	K: 3

2	COc1ccc(/C=N/NC(=O)C(=O)NCc2cccnc2)cc1OC
  A: i	B: i	C: i	D: -6	E: i	F: i	G: i	H: i	I: 0	J: -4	K: -4

3	COC(=O)C1=C(C)N(c2ccc(F)c(Cl)c2)C(=O)C1
  A: i	B: i	C: i	D: -1	E: i	F: i	G: i	H: i	I: 0	J: -6	K: -19

4	CCOC(=O)N1CCN(C(=O)c2ccc(OC(C)=O)cc2)CC1
  A: i	B: i	C: i	D: -7	E: i	F: i	G: i	H: i	I: -4	J: -7	K: 0

5	COc1ccc(C(=O)CC(CC(=O)c2ccc(OC)cc2)C(=O)O)cc1
  A: i	B: i	C: i	D: -1	E: i	F: i	G: i	H: i	I: -4	J: 2	K: 2

6	Cc1ccccc1NC(=O)c1ccc2c(c1)N(C)CCS2
  A: i	B: i	C: i	D: 2	E: i	F: i	G: i	H: i	I: -1	J: -11	K: 1

7	CC1=NN(c2ccc(C)cc2C)C(=O)C1C(c1cccc(O)c1)C1C(=O)N(c2ccc(C)cc2C)N=C1C (stereo not given)
  A: i	B: i	C: i	D: ·	E: i	F: i	G: i	H: 5.3*	I: 0	J: 1	K: 4

8	CCN(CC)CCN=CC1=C(O)CNC1=O
  A: i	B: i	C: i	D: -2	E: i	F: i	G: i	H: i	I: 0	J: -8	K: -2

9	COC(=O)CN(c1ccc(F)cc1)S(=O)(=O)c1ccccc1
  A: i	B: i	C: i	D: 2	E: i	F: i	G: i	H: i	I: -1	J: -5	K: 0

10	CC1(C)CC(=O)/C(=C(\O)CCCN2C(=O)c3ccccc3C2=O)C(=NCC(=O)O)C1
  A: i	B: i	C: i	D: 4	E: i	F: i	G: i	H: i	I: 3	J: -4	K: -3

11	CC1=Nc2ccc(C)cc2N(Cc2ccccc2)C(=O)C1
  A: i	B: i	C: i	D: -1	E: i	F: i	G: i	H: i	I: -1	J: -9	K: 1

12	Cc1ccc(-c2noc(C3CCCN(C(=O)C4CCCCC4)C3)n2)o1 (stereo not given)
  A: i	B: i	C: i	D: 6	E: i	F: i	G: i	H: i	I: -1	J: -14	K: 1

13	N#CCCn1nc(-c2ccccc2)cc1Nc1ccccc1NC(=O)c1cccs1
  A: i	B: i	C: i	D: 6	E: i	F: i	G: i	H: i	I: 0	J: -9	K: 0

14	CC(C)c1ccc(N=Cc2c(O)c3ccccc3oc2=O)cc1
  A: i	B: i	C: i	D: 11	E: i	F: i	G: i	H: i	I: -2	J: -9	K: 2

15	Cc1ccc(OCCC(=O)OCC(=O)NC(=O)NC2CCCC2)cc1
  A: i	B: i	C: i	D: 2	E: i	F: i	G: i	H: i	I: -2	J: -12	K: -1

16	CCCCCCCC1(C)NC(=O)NC1=O (stereo not given)
  A: i	B: i	C: i	D: -5	E: i	F: i	G: i	H: i	I: 1	J: -14	K: -1

17	O=C(c1cccnc1Nc1ccccc1F)N1CCOCC1
  A: i	B: i	C: i	D: 6	E: i	F: i	G: i	H: i	I: 1	J: -13	K: -1

18	COc1ccccc1CNC(=O)c1cc(-c2cccnc2)nc2ccccc12
  A: i	B: i	C: i	D: 2	E: i	F: i	G: i	H: i	I: -1	J: -17	K: 18

19	OCC1(Cc2ccccc2)CCCN(Cc2ccn[nH]2)C1 (stereo not given)
  A: i	B: i	C: i	D: 0	E: i	F: i	G: i	H: i	I: -2	J: -9	K: -1

20	CNC(=O)COC(=O)c1cc2c(s1)CCCC2
  A: i	B: i	C: i	D: ·	E: i	F: i	G: i	H: i	I: -2	J: -2	K: -7

21	CCOc1ccc(NC(=O)CN(C)C(=O)c2ccc(-c3ccc(C(C)=O)cc3)o2)cc1OCC
  A: i	B: i	C: i	D: -20	E: i	F: i	G: i	H: i	I: 2	J: -12	K: 1

22	COc1ccc(NC(=O)C2CCCN2S(=O)(=O)c2cccc3cccnc23)c(OC)c1 (stereo not given)
  A: i	B: i	C: i	D: -1	E: i	F: i	G: i	H: i	I: -5	J: -7	K: -1

23	CCOC(=O)C1Cc2ccccc2C(=O)O1 (stereo not given)
  A: i	B: i	C: i	D: 5	E: i	F: i	G: i	H: i	I: -2	J: -4	K: 0

24	Cc1cccc(C)c1-n1c(C)cc(/C=N/NC(=O)CSc2ncccn2)c1C
  A: i	B: i	C: -9.5*	D: -3	E: i	F: i	G: i	H: i	I: 1	J: -12	K: -1

Grouped by structure: those above containing an aryl thioether with sulfur outside any ring.
Key to letters – A = KCNQ1 inh; B = KCNK3 block; C = KCNK9 inh; D = DYRK1A inh; E = PolyA inhibitor; F = RGS4 act; G = KCNQ1 act; H = RGS4 inh; I = GSK3A inh; J = hERG rescue; K = GSK3B inh
1	O=C(NCCn1cc(SCc2ccccc2F)c2ccccc21)c1c(F)cccc1F
  A: i	B: i	C: i	D: 6	E: i	F: i	G: i	H: i	I: -1	J: -11	K: 3

24	Cc1cccc(C)c1-n1c(C)cc(/C=N/NC(=O)CSc2ncccn2)c1C
  A: i	B: i	C: -9.5*	D: -3	E: i	F: i	G: i	H: i	I: 1	J: -12	K: -1

Some of the compounds tested. The share of hits here may be higher or lower than overall.
